# High-throughput results deposited in PubChem BioAssay by several laboratories.
# LANA DNA inh = KSHV C-LANA DNA binding inhibition; MBP-C-LANA/FAM-LBS DNA binding, fluorescence polarization; 0.078% of 340,000 active; inhibition, % at 9 µM; AID 504423;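 active = highest replicate inhibition at or above 60% at 9 µM, even if other replicates fall short; inactive = all replicates below 60% inhibition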;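 also: 0% = neutral control wells and 100% = 4 µM acridine orange control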
# RTF Ca sens inh = cardiac RTF calcium desensitization | IANBD-labeled cardiac RTF, Ca2+ fluorescence | P19429+P45379 | 0.12% of 340,000 active | inhibition, % at 7.15 µM;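 active = inhibition above the mean inhibition of all tested compounds plus 3 SD, cut at about 17% in these data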;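 also: assay run at fixed EC70 calcium of 1.6 mM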
# Keap1-Nrf2 PPI = inhibitors of human Keap1-Nrf2 protein-protein interaction; Q14145; Keap1 Kelch-Nrf2 peptide fluorescence polarization, 1536-well; inhibition, % at 9.4 µM; 0.15% of 340,000 active; in the data active = inhibition above about 12%; inconclusive = no clear call, values can overlap the other calls; inactive = below about 7.3%;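 also: human Keap1 Kelch domain with fluorescein labeled Nrf2 9mer peptide probe; 0% = neutral control wells and 100% = peptide positive control; higher means more block of Keap1 binding to Nrf2 peptide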
# Target sequence (Q14145 whole entry, looked up, the tested form may be a part): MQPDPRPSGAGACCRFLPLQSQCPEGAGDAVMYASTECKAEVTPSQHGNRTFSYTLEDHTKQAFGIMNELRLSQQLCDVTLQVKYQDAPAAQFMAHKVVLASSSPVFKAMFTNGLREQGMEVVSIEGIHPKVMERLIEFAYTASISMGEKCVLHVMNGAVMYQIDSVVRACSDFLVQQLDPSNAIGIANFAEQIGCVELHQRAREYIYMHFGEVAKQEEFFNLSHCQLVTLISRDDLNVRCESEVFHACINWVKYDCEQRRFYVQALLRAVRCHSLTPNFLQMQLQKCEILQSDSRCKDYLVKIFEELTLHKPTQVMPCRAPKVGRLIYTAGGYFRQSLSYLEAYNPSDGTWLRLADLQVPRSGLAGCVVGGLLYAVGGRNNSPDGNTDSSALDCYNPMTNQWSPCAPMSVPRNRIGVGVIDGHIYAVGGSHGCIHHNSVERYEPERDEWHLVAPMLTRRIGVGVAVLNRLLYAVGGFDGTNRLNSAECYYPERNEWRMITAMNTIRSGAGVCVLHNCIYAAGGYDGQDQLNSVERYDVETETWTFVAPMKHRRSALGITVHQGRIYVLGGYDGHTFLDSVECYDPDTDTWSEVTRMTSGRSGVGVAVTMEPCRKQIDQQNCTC
# PfHsp90 set2 = reduces growth (ATP signal) of yeast expressing P. falciparum Hsp90 | S. cerevisiae expressing PfHsp90, BacTiter-Glo ATP, 48 h; yeast lacking PDR1 and PDR3 efflux regulators | inhibition, % at 9.4 µM | 0.32% of 310,000 active | AID 504621;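 active = every replicate shows inhibition above about 80%, whatever the replicate mean, limit read from the data; inconclusive = mean inhibition reaches the set limit but some replicate falls short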;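 also: 0% = DMSO neutral controls and 100% = 20 µM radicicol positive controls; yeast relying on Plasmodium falciparum Hsp90 in place of its own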
# Rtt109 HAT inh = blocks Candida albicans Rtt109/Vps75 acetyltransferase activity; Q5AAJ8; purified Rtt109/Vps75, ThioGlo CoA-SH fluorescence, 4 h; inhibition, % at 34.9 µM; 0.16% of 330,000 active; AID 540336;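 active = inhibition of at least 50% in every replicate; inconclusive = best replicate reaches 50% inhibition but some replicates fall short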
# Target sequence (Q5AAJ8 whole entry, looked up): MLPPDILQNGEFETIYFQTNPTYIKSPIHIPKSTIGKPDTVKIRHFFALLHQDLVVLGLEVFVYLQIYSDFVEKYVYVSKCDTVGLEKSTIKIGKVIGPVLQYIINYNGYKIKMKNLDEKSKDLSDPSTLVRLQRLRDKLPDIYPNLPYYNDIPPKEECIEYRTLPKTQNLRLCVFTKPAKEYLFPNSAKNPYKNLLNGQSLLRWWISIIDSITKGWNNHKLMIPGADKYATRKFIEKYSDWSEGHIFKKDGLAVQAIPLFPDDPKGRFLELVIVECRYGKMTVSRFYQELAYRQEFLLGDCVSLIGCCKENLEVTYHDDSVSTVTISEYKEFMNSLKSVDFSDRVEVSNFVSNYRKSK
# PvdQ acylase = blocks Pseudomonas aeruginosa PvdQ acylase activity. AID 488965. inhibition, % at 10 µM. purified PvdQ acylase, fluorescence plate reader. 0.063% of 340,000 active; in the data active = inhibition above about 30%, passing the limit was not always enough; inconclusive = no clear call, values can overlap the other calls;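 also: 0% = vehicle neutral wells and 100% = reference inhibitor wells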
# SUMO Mot1 rescue = inhibitors of SUMOylation pathway: yeast Mot1-301 growth rescue; S. cerevisiae Mot1-301 growth rescue, ATP luminescence, 38.5C; percent above DMSO median, 100 means doubled; growth rescue, % at 18.8 µM; 1% of 320,000 active;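 active = every valid replicate shows activation above 250% relative to neutral control wells; inactive = the rest, any valid replicate at or below 250%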;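 also: OY570 slx delta 5 strain wells were the positive control but not used for scaling; some compounds called inactive have numbers as strong as hits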
# RTF Ca sens act = cardiac RTF calcium sensitization; AID 493008; 0.24% of 340,000 active; activation, % at 7.2 µM; IANBD-labeled TnC RTF fluorescence at EC20 calcium; 0% EC20 calcium, 100% full calcium;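 active = activation above the mean over all tested compounds plus 3 SD, cut at about 30% in these data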;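 also: rise in fluorescence read as greater calcium sensitivity of cardiac thin filaments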
# CDK5 p35 inh = inhibitors of human CDK5/p35 kinase | 0.01% of 330,000 active | inhibition, % at 10 µM | Recombinant CDK5/p35, ADP-Glo luminescence, 60 min;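 active = highest replicate inhibition of at least 50% and at least 75% of replicates reaching 50%; inconclusive = only one of the two criteria met; inactive = both criteria failed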;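 also: plate controls were DMSO neutral control for no effect and GW8510 at 10 µM for full effect; many of its hits are not listed in these tables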
# dFosB activator = mouse delta FosB homodimer activation. P13346. purified delta FosB, TAMRA-CDK5 oligo fluorescence polarization; percent of positive-control signal above neutral wells. activation, % at 25 µM. 0.99% of 340,000 active. AID 493131;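 active = mean activation above about 17%, with every replicate also reaching it, limit read from the data, passing the limit was not always enough; inconclusive = only one of the two conditions met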;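 also: fluorescence polarization rise as delta FosB binds a TAMRA Cdk5 AP-1 oligo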
# NSD2 inh = blocks human histone methyltransferase NSD2; O96028; NSD2 peptide methylation, AlphaScreen, 120 min; inhibition, % at 12.5 µM; 0.54% of 310,000 active; AID 743445; in the data active = inhibition above about 50%
# An asterisk follows results filed as active; ? = inconclusive; · = no result given.
# The first three records, ahead of the listing:
SMILES,LANA DNA inh,RTF Ca sens inh,Keap1-Nrf2 PPI,PfHsp90 set2,Rtt109 HAT inh,PvdQ acylase,SUMO Mot1 rescue,RTF Ca sens act,CDK5 p35 inh,dFosB activator,NSD2 inh
O=C(COc1ccc(Cl)cc1Cl)NCCCNC(=O)c1cnccn1,-1.4,-1.6,0.3,-10.9,9.1,5.4,-3.5,-4.6,-1.0,-4.9,-2.5
CC(=O)C1=C(C)NC(SCC(N)=O)=C(C#N)C1CC(C)C (configuration not stated),-0.3,-3.9,0.0,-6.1,9.8,4.8,0.4,4.9,1.6,-0.9,1.5
O=C(COC(=O)c1ccc(Cl)c(S(=O)(=O)NCc2ccccc2)c1)NC1CC1,-1.8,-7.3,2.3,-21.9,-0.9,-9.1,-14.1,2.7,1.2,-5.7,-1.4

# The whole of this part, repeating the preview:
SMILES,LANA DNA inh,RTF Ca sens inh,Keap1-Nrf2 PPI,PfHsp90 set2,Rtt109 HAT inh,PvdQ acylase,SUMO Mot1 rescue,RTF Ca sens act,CDK5 p35 inh,dFosB activator,NSD2 inh
O=C(COc1ccc(Cl)cc1Cl)NCCCNC(=O)c1cnccn1,-1.4,-1.6,0.3,-10.9,9.1,5.4,-3.5,-4.6,-1.0,-4.9,-2.5
CC(=O)C1=C(C)NC(SCC(N)=O)=C(C#N)C1CC(C)C (configuration not stated),-0.3,-3.9,0.0,-6.1,9.8,4.8,0.4,4.9,1.6,-0.9,1.5
O=C(COC(=O)c1ccc(Cl)c(S(=O)(=O)NCc2ccccc2)c1)NC1CC1,-1.8,-7.3,2.3,-21.9,-0.9,-9.1,-14.1,2.7,1.2,-5.7,-1.4
COc1ccc(C(=O)NCCCNC(=O)c2cccnc2)cc1Br,-0.9,-5.4,1.3,12.3,-5.4,-18.6,107.9,1.4,-0.4,0.7,1.5
Cc1cc(=O)c2ccccc2n1Cc1ccccc1,1.5,-1.3,-2.2,-1.4,0.1,-11.6,30.7,1.1,-2.2,-15.9,2.4
CCCCNC(=O)C1CC(=O)N(C2CCCC2)C1 (configuration not stated),1.4,-6.1,-1.9,·,-4.6,1.3,-11.1,-5.4,2.0,2.6,-1.1
COc1ccc(CN2CCC(=O)N([C@H](CO)c3ccccc3)CC2)cc1OC,2.7,-13.4,-5.1,2.1,-0.1,-12.6,13.2,13.6,1.4,6.3,·
O=C(CCc1ccccc1)Nc1ccccc1C(F)(F)F,1.7,-7.2,3.6,1.6,1.2,-3.7,-1.8,-4.3,0.7,3.5,0.3
O=C(NC(=S)NCc1ccc(F)cc1)c1ccccc1,0.2,6.2,3.3,46.7,8.6,3.7,-11.5,-2.4,0.4,-5.0,2.6
COc1cccc(C(=O)N/N=c2/oc3ccccc3cc2C(N)=O)c1,1.1,-9.4,-3.9,0.9,7.0,-17.6,155.3,2.5,-0.8,-33.0,-2.5
CCc1cc2c(=O)n(-c3ccc(C)cc3)cnc2s1,2.3,-0.1,-1.3,0.5,-5.0,-4.8,-1.6,-5.5,-1.2,2.2,-1.9
Cc1ccccc1NC(=O)Cc1nc(COC(=O)CCc2ccccc2)cs1,0.9,-7.3,-4.4,11.2,12.1,12.1,22.7,5.5,1.6,-8.3,8.9
C/C(=N\NC(=O)c1nn(C)cc1Br)c1cccc(NC(=O)c2ccncc2)c1,0.0,5.9,1.4,-7.5,12.8,-1.3,-2.3,3.0,-0.7,-8.4,-1.2
Cc1ccc(NC(=O)CSc2nc3ncc(Br)cc3[nH]2)cc1C,-0.4,4.0,1.4,-9.2,-9.0,6.5,50.1,5.1,-0.7,?,1.2
CC(Oc1ccc(F)cc1)C(=O)Nc1ccc2ccccc2c1 (configuration not stated),1.7,-1.8,-0.5,-8.2,-6.9,-2.0,-21.5,0.7,-1.3,-0.8,-6.2
Cc1onc(-c2ccccc2)c1C(=O)NC(C)c1ccc2c(c1)OCO2 (configuration not stated),-0.7,0.2,1.1,-3.5,8.5,-5.7,0.7,-1.4,3.0,-8.2,0.5
COc1cccc(OCc2cc(C(=O)NCCc3cccc(C)n3)no2)c1,0.9,-9.0,-5.5,11.5,3.6,-8.5,-30.7,-1.4,-2.3,-5.8,-0.4
Cc1cccc(Nc2nc(N)nc(CN3CCC(C)CC3)n2)c1C,-2.0,-3.6,-0.5,20.4,1.7,-7.6,64.6,8.9,-0.5,-7.1,-3.1
O=C(CNC(=O)N1CC(=O)Nc2ccccc21)NCc1cccc(Cl)c1,1.3,-2.9,-10.3,23.2,1.9,-13.5,-14.8,-4.9,1.4,-2.7,-1.8
Cc1ccccc1NC(=O)Cc1nc(COC(=O)c2ccc(Cl)nc2)cs1,0.0,4.2,1.8,10.5,-0.4,-1.9,3.8,-4.1,0.6,-10.4,-3.3
O=C1CC(N(CCc2ccccc2)C(=S)Nc2ccccc2)C(=O)N1c1ccccc1 (configuration not stated),-3.2,0.9,-2.5,-9.7,5.9,-8.2,-16.3,4.7,-0.2,-0.8,0.1
COc1ccc(-c2cc(-c3ccc(F)cc3)nc(N3CCN(C)CC3)n2)cc1,-1.1,-6.8,-2.4,9.7,0.3,-12.8,14.2,4.2,0.9,-12.0,-3.4
Cc1ccc([N+](=O)[O-])cc1N=C(c1cccc(Br)c1)N1CCOCC1,1.7,1.3,-2.5,32.7,12.9,15.2,6.2,-3.1,0.3,-2.2,20.2
CC(Sc1nc(-c2ccccc2)cc(C(F)(F)F)n1)C(=O)N1CCCCC1 (configuration not stated),1.5,6.0,4.2,·,6.4,0.5,49.6,-4.5,-2.0,-13.9,-10.6
CN(C(=O)C1CCCC1)C1CCS(=O)(=O)C1 (configuration not stated),-0.8,0.1,1.3,·,6.4,4.7,0.9,-2.9,-1.6,0.6,-3.2
COc1ccccc1OCC(O)CN1CCN(C(=O)c2ccccc2)CC1 (configuration not stated),2.4,-7.9,-1.0,-27.6,-7.7,-14.8,-11.2,5.2,-1.6,1.6,-0.4
COCCNC(=O)CCc1ccc(S(=O)(=O)Nc2ccc(C)cc2)cc1,-0.2,-7.8,-3.5,7.6,3.5,1.3,-6.6,8.9,1.0,5.4,-0.9
C=C(C)CN(CC)C(=O)CC1C(=O)NCCN1Cc1c(F)cccc1Cl (configuration not stated),1.1,1.1,0.7,-8.4,·,-7.7,-6.6,-6.8,-1.2,-4.9,-3.8
Cc1cccc(C(=O)NCC(=O)N2CC(=O)Nc3ccccc32)c1,0.4,-5.8,-3.6,-10.1,10.4,-15.1,-23.3,3.9,-0.5,-5.1,-0.6
O=C(CSc1nnc(-c2ccc3c(c2)OCO3)n1-c1ccccc1)c1ccccc1,0.7,-6.2,0.0,-21.9,2.5,-11.6,-11.9,-9.7,-0.2,-7.7,10.8
C=CCN=C1S/C(=C/c2cccc([N+](=O)[O-])c2)C(=O)N1CC=C,0.5,4.0,1.2,-8.3,·,2.8,5.6,4.2,1.0,-4.9,3.8
CCOC(=O)CNC(=S)N(Cc1ccccc1F)C1CCCCC1,-2.2,-1.9,0.2,-6.1,-6.9,0.0,-8.4,0.7,1.5,-0.3,-2.5
COc1ccc(NC(=O)N2CCCc3ccccc32)cc1,-0.4,-2.0,-0.7,-27.0,1.4,-17.1,-14.4,1.9,0.4,-9.5,-1.9
O=C(CSc1nccc(=O)[nH]1)NCc1ccc2c(c1)OCO2,0.2,-1.8,0.4,5.9,-4.3,-0.2,17.8,0.8,0.1,0.8,0.9
C/C(=C\c1ccc(C(=O)O)cc1)c1ccc2c(c1)C(C)(C)CCC2(C)C,-0.9,0.2,-3.7,3.3,-7.4,2.0,207.0,-6.3,-1.1,2.0,·
O=C(Nc1ccncc1)Nc1cccc(Cl)c1,0.5,2.4,-3.5,22.5,-9.8,-2.4,48.2,3.0,0.6,-7.9,-1.5
COc1ccc(OC)c(NC(=O)c2cccc(S(=O)(=O)N(Cc3ccccc3)c3ccccc3OC)c2)c1,0.2,2.2,0.2,-10.9,-1.1,3.5,-12.7,2.0,0.2,-12.2,1.7
Cc1ccc(CSc2nc3ccccc3c(=O)n2C)cc1,0.2,-0.8,0.5,-5.1,2.3,-20.4,-6.2,4.4,-0.9,4.0,-1.9
O=C(O)C[C@H]1c2ccccc2S(=O)(=O)N1C1CCCCC1,0.0,-9.7,3.5,9.5,10.8,-5.4,-10.8,-4.5,-1.1,-3.7,·
CC(=O)Nc1ccc(/C=N/Nc2nc3ccccc3s2)cc1,-0.9,4.9,-0.7,-29.1,-7.3,-2.8,·,1.7,0.2,2.8,-0.7
C[C@@H]1CCC(=O)N(C[C@@H](C)CC#N)CC1,-2.9,1.4,-4.9,-6.9,4.7,-24.8,-9.0,0.5,-0.1,-4.2,·
Cc1ccsc1CNC1CCCCC1,0.0,-2.5,-2.6,26.8,-4.7,-10.1,5.7,2.2,0.8,-11.0,0.0
Cc1cccc(C)c1Nc1nnc(SCC(=O)NCCCN2CCCC2=O)s1,1.0,-2.5,-2.1,·,2.7,-5.3,-2.9,3.0,0.8,-7.4,-0.1
Cc1cccc(NC(=O)CC2CCC2)c1,0.9,-3.1,-1.8,·,-12.3,-3.4,19.1,-0.3,-3.7,5.2,·
O=C(Nc1ncn[nH]1)c1ccc(S(=O)(=O)N2CCOCC2)cc1,0.6,-6.2,-5.4,10.7,-1.3,-4.8,4.7,-7.8,0.9,-1.5,-0.3
CC(C)C(c1nnnn1C1CCCC1)N(C)C1CCCCC1 (configuration not stated),-1.1,-10.0,-6.6,2.8,7.7,-11.4,31.1,1.4,1.9,-1.2,48.8
COc1ccc(-c2nc3n(c(=O)c2C#N)CCS3)cc1OC,-1.2,6.3,2.9,-3.1,-7.0,7.7,21.8,1.1,1.1,-8.5,-4.5
Nc1nc(CN2CCC(Cc3ccccc3)CC2)nc(Nc2ccccc2)n1,-0.1,-6.2,-5.9,-38.5,-10.9,-9.0,-13.5,3.5,5.0,-10.2,7.7
CSc1ccccc1C(=O)NCc1ccccc1,-0.5,5.0,-3.3,·,-0.5,7.8,62.8,3.3,1.2,3.8,-2.7
C[C@H]1NS(=O)(=O)c2ccc(Br)cc2O[C@H]1c1ccccc1,0.1,-3.1,-5.1,-11.3,-0.4,-29.0,·,9.7,0.4,-11.9,·
O=[N+]([O-])c1ccc(-n2nnnc2-c2ccccc2)cc1,-0.2,-1.9,-8.3,·,-1.9,-7.8,-12.1,-3.8,-1.2,2.4,0.6
CCOc1ccc(N=C2SCCCN2C(=O)c2c(CC)noc2C)cc1,-2.0,-6.2,-5.2,22.0,4.4,-1.8,-16.7,0.5,-0.8,-16.0,-2.8
CCC1Nc2ncnc(N3CCN(c4ccccc4)CC3)c2N(Cc2ccc(OC)cc2)C1=O (configuration not stated),-0.7,-5.4,-7.6,-5.6,5.1,0.1,-10.5,-2.2,-1.9,0.0,·
